# HEK293 viab = GF-AFC viability counterscreen for inhibitors of alpha-synuclein gene (SNCA) expression; HEK-293-SNCA-luc viability, GF-AFC fluorescence, 24 h; Potency, µM (doses to about 57.1 µM), inactives show at the top dose activity change, negative = cytotoxicity, usual class: cytotoxic; 150,000 compounds, 0.12% hits;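 further: potency means the concentration at half of the fitted maximal effect; 0% = DMSO-treated cells and -100% = medium-only wells without cells; nearly all actives have a fitted effect of over 30% in size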
#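 HEK-293-SNCA-luc cells (1500/well) plated 24 h, then exposed 24 h to a dilution series; GF-AFC added 30 min at 37C, fluorescence 405/540 nm; normalised to medium-only and DMSO wells, Hill fit.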
# NIH3T3 tox = Cytotoxic Profiling in NIH 3T3 Cell Line of Diverse Libraries Using Quantitative High-Throughput Screening. NIH 3T3 viability, CellTiter-Glo ATP luminescence, 48-72 h. Potency, µM (titrated, usually from 96.7 µM), without a hit: at the top dose activity change, negative = cytotoxicity, usual class: inhibitors. 94,000 compounds, 4.3% hits; further: potency means the concentration at half of the fitted maximal effect; nearly all actives have a fitted effect of over 55% in size
#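 Mouse fibroblast NIH 3T3 cells, 400 per well, received compound via pintool and were incubated for 48 or 72 hr prior to CellTiter-Glo ATP luminescence measurement.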
# FLuc inh = Firefly luciferase inhibition profiling of diverse chemical library using quantitative high-throughput screening; Luciferin 4-monooxygenase (Photinus pyralis), P08659; purified P. pyralis luciferase, luminescence, biochemical; Potency, µM (doses to about 115 µM), inactives show top-dose activity change, negative = inhibition, actives largely listed as inhibitors; 76,000 compounds, 2.5% hits; AID 1347043, 2019; further: potency means the concentration at half of the fitted maximal effect; nearly all actives have a fitted effect of over 65% in size
# Target sequence (P08659 whole entry, looked up): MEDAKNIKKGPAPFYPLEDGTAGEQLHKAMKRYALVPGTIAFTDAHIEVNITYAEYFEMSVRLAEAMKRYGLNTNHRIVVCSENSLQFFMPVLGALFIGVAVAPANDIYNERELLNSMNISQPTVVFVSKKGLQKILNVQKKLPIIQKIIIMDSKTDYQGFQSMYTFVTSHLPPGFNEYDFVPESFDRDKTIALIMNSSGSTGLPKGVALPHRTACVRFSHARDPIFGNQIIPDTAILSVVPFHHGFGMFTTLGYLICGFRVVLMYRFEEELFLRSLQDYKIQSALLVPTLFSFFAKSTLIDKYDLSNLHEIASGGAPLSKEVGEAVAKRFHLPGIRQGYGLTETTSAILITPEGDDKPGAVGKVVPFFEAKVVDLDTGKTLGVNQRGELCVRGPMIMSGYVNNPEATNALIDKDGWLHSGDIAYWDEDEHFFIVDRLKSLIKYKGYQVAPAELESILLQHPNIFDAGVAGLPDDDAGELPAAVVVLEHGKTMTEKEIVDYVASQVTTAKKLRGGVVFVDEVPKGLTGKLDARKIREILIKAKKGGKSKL
#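 Luminescence read by CCD imaging after purified firefly luciferase (10nM final) was added to substrate buffer holding 10uM D-luciferin and 10uM ATP, pH 7.5, pre-dosed with compound.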
# HEK cytotox = Cytotoxic Profiling in HEK 293 Cell Line of Diverse Libraries Using Quantitative High-Throughput Screening. 94,000 compounds, 6.6% hits. Potency, µM (highest dose often 115 µM), for inactives: at the top dose activity change, negative = cytotoxicity, usual class: inhibitors. AID 1345083, 2018. HEK 293 viability, ATP luminescence (CellTiter-Glo), 48-72 h; further: potency means the concentration at half of the fitted maximal effect; nearly all actives have a fitted effect of over 60% in size
#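 ATP-coupled CellTiter-Glo luminescence served as viability read-out, recorded 10 min after reagent addition at room temperature. HEK 293 cells, 250 cells/well, had been incubated with pintool-transferred compound for 48 or 72 hr at 37 degree Celsius.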
# IP6K1 inhibitor = Primary qHTS assay for small molecule inhibitors of Inositol hexaphosphate kinase 1 (IP6K1). Inositol hexakisphosphate kinase 1 (Homo sapiens), Q92551. IP6K1 kinase, ADP-Glo luminescence, 2 h; active compounds read low. activity change, % (series mostly up to about 58 µM). 140,000 compounds, 0.81% hits; in the data active means activity change below about -25%
# Target sequence (Q92551 whole entry, looked up): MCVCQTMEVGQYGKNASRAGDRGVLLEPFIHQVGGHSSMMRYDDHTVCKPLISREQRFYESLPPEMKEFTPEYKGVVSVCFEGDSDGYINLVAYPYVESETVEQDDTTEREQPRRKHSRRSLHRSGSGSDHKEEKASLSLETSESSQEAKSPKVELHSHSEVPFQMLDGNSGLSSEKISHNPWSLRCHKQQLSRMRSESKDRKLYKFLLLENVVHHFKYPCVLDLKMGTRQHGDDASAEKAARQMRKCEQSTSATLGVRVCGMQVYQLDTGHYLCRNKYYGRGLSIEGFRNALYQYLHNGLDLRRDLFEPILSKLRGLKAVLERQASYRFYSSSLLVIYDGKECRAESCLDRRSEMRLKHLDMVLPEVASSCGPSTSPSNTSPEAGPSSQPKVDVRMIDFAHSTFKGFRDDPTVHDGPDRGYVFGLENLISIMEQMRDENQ
#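 ADP-Glo luminescence measures ADP made by human IP6K1 during a 2 h RT reaction with ATP/IP6 (mix at 1.3 mM/130 uM); top library doses 57.5 and 19.1 uM final.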
# SNCA expr inhib = Primary qHTS assay for inhibitors of alpha-synuclein gene (SNCA) expression; 140,000 compounds, 0.17% hits; HEK-293 SNCA-luciferase knock-in, luminescence, 24 h; Potency, µM (top dose mostly 57.2 µM), without a hit: at the top dose activity change, negative = inhibition, most hits filed as inhibitors;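 further: potency means the concentration at half of the fitted maximal effect; plate controls were DMSO cells for no effect and cell-free wells for full effect; nearly all actives have a fitted effect of over 45% in size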
# GPT2 inhibitor = Primary qHTS assay for inhibitors of Glutamate pyruvate transaminase 2 (GPT2). Potency, µM (highest dose often 57.7 µM), without a hit: at the top dose activity change, negative = inhibition, actives largely listed as inhibitors. 100,000 compounds, 0.25% hits. AID 1671188, 2021. Recombinant GPT2, coupled pyruvate oxidase/HRP Amplex Red fluorescence; further: potency means the concentration at half of the fitted maximal effect; nearly all actives have a fitted effect of over 60% in size; many of its hits are not listed in these tables
#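 Recombinant GPT2 (10ng/uL) with 250uM a-KG and 2mM L-alanine, 30 min at room temperature, in HEPES pH 7.5 buffer. Pyruvate detected by pyruvate oxidase/HRP/Amplex Red fluorescence after 30 min in the dark; AOA (50uM) as positive control.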
# * marks the source's active call; other numbers are inactive results; i = inactive; ? = inconclusive; · = not tested or not shown; & = joins results of further samples; [ ] = remark or other dose. Unless noted, the call rests on the fitted dose curve; in most records, active means well fitted curve in the direction sought with a large enough effect; inconclusive means small, poorly fitted or top-dose-only effect, or another doubt; inactive means no such curve, though single readings can be large; an effect the other way counts as inactive or inconclusive. Unless noted, on the % scale 0 is the no-effect control and ±100 the full control effect. Outcome played no part in choosing rows; any-hit rate near 7.7%.
SMILES,HEK293 viab,NIH3T3 tox,FLuc inh,HEK cytotox,IP6K1 inhibitor,SNCA expr inhib,GPT2 inhibitor
O=C(C1CCC1)N1CCC(c2noc(C3CC3)n2)C1 (centres undefined),0%,i,-6%,-5%,5,6%,5%
c1ccc(CN2CC[C@@H]3COCCN(Cc4cccnc4)[C@@H]3C2)cc1,-8%,-23%,0%,-26%,-6,1%,i
COc1cc(C(CC(=O)Nc2cccc(C(C)=O)c2)N2Cc3ccccc3C2=O)cc(OC)c1OC (centres undefined),8%,·,·,·,-10,18%,·
C[C@@H]1C(=O)O[C@H]2[C@H]1CC[C@@]1(C)Cc3sc(NC(=O)COCC(=O)O)nc3[C@@H](C)[C@H]21,2%[87.6 µM],i,13µM*,i,-11,?,i
CCn1ncc(N2CCCC(CC(=O)NCc3ccccc3)C2)cc1=O (centres undefined),-8%,-15%,8%,?,11,16%,i
COc1cccc(-c2nc(N3CCOCC3)cc3c2CN(C)C3=O)c1,0%[87.6 µM],16µM*,12%[172 µM],?,7,19%[87.6 µM],-3%[88.5 µM]
COc1ccccc1-n1cc(C(=O)NC2CCCN(C3CCCCCC3)C2)cn1 (centres undefined),11%,-27%,-5%,?,12,?,i
CCOc1cccc(C2c3c(oc4cc(C)c(C)cc4c3=O)C(=O)N2c2nc(C)c(C)s2)c1 (centres undefined),6%,·,·,·,1,7%,·
Cc1ccccc1-c1nc(CN2CCC(C(=O)NC(C)C)CC2)c(C)o1,5%,·,·,·,25,-8%,·
CCCn1c(SCC(O)c2cccc(OC)c2)nc2ccccc21 (centres undefined),-4%,·,·,·,-9,0%,·
O=C(Cc1ccccc1)N1CCC2(CC1)COc1ccccc1[S+](=O)([O-])N2,0%,0%,·,-9%,13,1%,i
C=CCN1CCN(C(=O)[C@@H]2Cc3c[nH]c4cccc(c34)[C@H](CC(C)C)N2)CC1,-9%[87.6 µM],?,1%[172 µM],?,0,-3%[87.6 µM],-7%[88.5 µM]
COCC(=O)NC[C@H]1OC[C@@H](NC2CCC2)[C@@H]1O,1%[87.6 µM],i,0%[230 µM],3%[230 µM],4,7%[87.6 µM],i
O=C(c1ccccc1Cl)N1CCCC2(C1)Nc1cccnc1NC2=NC1CCCC1 (centres undefined),2%,i,2%,3%,3,6%,?
O=C(NCCc1ccccc1F)c1ccc2oc(-c3ccccn3)nc2c1,7%,-11%,·,-1%,-3,30%,i
COCC(=O)NCCC1CCN(C(=O)Nc2cc(F)ccc2F)CC1,-9%,i,-8%,5%,9,-19%,-24%
CC(C)NC(=O)N1CCC(N2CCN(Cc3ccc(F)cc3)C(=O)C2=O)CC1,-11%,·,·,·,10,18%,·
CCn1cc(-c2ccc(Cl)cc2)cc1C(=O)NCCOC,5%,-9%,-13%,-4%,-3,2%,-7%
C[C@@H](NC(=O)c1cnccn1)c1onc(-c2ccc(F)cc2)c1C(=O)O,-1%[87.6 µM],-17%[138 µM],-21%[172 µM],-17%[172 µM],7,2%[87.6 µM],?
O=C(Nc1cnc(-c2cccc(Cl)c2)nc1)C1CCCO1 (centres undefined),0%,-26%,2.8µM*,?,9,-30%,0%
Cn1nnnc1C1CCCN(C(=O)CCC2CCCC2)C1 (centres undefined),-3%,-3%,6%,i,12,7%,1%
CCOc1ccc(CCNC(=O)Cn2nc(-c3ccc(C)cc3)ccc2=O)cc1OCC,-23%,·,·,·,-10,-7%,·
CCCNC(=O)c1ccc(S(=O)(=O)NCC2(O)CCCNC2)cc1 (centres undefined),3%,-7%,1%,-2%,-17,-10%,-8%
CCN(Cc1ccccc1)C(=O)CCC[C@H]1NC[C@@H]2CC1CN(Cc1ccccc1)C2,-1%,?,-1%,?,7,-2%,-18%
O=C(c1ccc(Cl)cc1)N1CC2(CCN(Cc3cccnc3)C2)Cc2ccccc21 (centres undefined),-21%,?,·,?,-5,?,-14%
Cc1ccc(OC(C)C(=O)N2CCN(CCc3ccncc3)CC2)cc1C (centres undefined),-12%,·,·,·,14,24%,·
Cc1ccc(-n2nc(CO)c(C(=O)NCCCc3ccccc3)n2)cc1,11%,·,·,·,17,-15%,·
OC1(c2nc(Nc3ccc(Oc4ccccc4)cc3)n[nH]2)CCOCC1,9%[87.6 µM],?,2%[172 µM],?,3,-8%[87.6 µM],i
COc1ccc(NC(=O)c2oc3ccccc3c2NC(=O)Cc2cccs2)cc1,18%,·,·,·,-5,-7%,·
COc1cc(OC)c(OC)cc1CN1CCc2nc(N3CCN(C)CC3)ncc2C1,-19%,·,·,·,-2,-6%,·
COc1ccc(-c2noc(N3CCC(C(=O)N(C)c4cc(Cl)ccc4OC)CC3)n2)cc1,0%,·,·,·,1,?,·
CCOC(=O)c1c(NC(=O)c2ccc(S(=O)(=O)N(CC(C)C)CC(C)C)cc2)sc2c1CCN(C(=O)OCC)C2,4%,·,·,·,13,-7%,·
CC(C)=CC(=O)N[C@H]1C[C@@H](C(=O)N[C@H](Cc2ccccc2)C(N)=O)N(C(=O)C=C(C)C)C1,5%[87.6 µM],-12%[174 µM],-5%[172 µM],-17%[172 µM],6,?,4%[88.5 µM]
COc1ccc(OC)c(CN2CCNc3cnc(Nc4cccnc4)cc3C2)c1,6%[87.6 µM],?,10%[172 µM],?,13,-26%[87.6 µM],?
COc1ccc(Cn2cnc3cccnc32)cc1,1%[87.6 µM],-8%[138 µM],-7%[172 µM],-13%[172 µM],4,17%[87.6 µM],i
O=C(COc1ccccc1)NCc1ccc2c(c1)CCN2C(=O)c1ccccc1,0%,·,·,·,1,-17%,·
O=C(C1CCCN(C(=O)C2CCCC2)C1)N1CCC(c2nc3ccncc3[nH]2)CC1 (centres undefined),-3%,-15%,·,-9%,-6,8%,-7%
Cc1cccc(CN2CCc3ncc(C(=O)NCCN4CCNC4=O)n3CC2)c1,-11%[87.6 µM],-4%[138 µM],1%[172 µM],?,-9,14%[87.6 µM],-13%[88.5 µM]
O=C(CN1C(=O)COc2ccc(S(=O)(=O)NC3CCCC3)cc21)NCc1ccc(Cl)cc1,?,·,·,·,2,?,·
Cc1ccccc1C(=O)NCc1nnc2cc(-c3nc(C4CC4)no3)ccn12,-24%,?,18%,?,6,?,-17%
CC1(COc2cccnc2)COc2ccc(C(=O)Nc3cccc(Cl)c3)cc2N1 (centres undefined),?,?,?,22µM*,-2,?,?
COc1ccccc1N1CCN(C(=O)Cn2cnc3sc(C)c(S(=O)(=O)N4CCC(C)CC4)c3c2=O)CC1,-6%,·,·,·,7,0%,·
CCCCc1ccc(NC(=O)CSc2nc3ccccc3nc2N2CCOCC2)cc1,-3%,·,·,·,-8,5%,·
COc1cc2c(cc1OC)C(COc1ccc(F)cc1)N(C(=O)c1cccc(F)c1)CC2 (centres undefined),0%,·,·,·,12,?,·
COc1cccc(CNCCSc2nnnn2-c2ccccc2)c1OC,16%,·,·,·,-4,1%,·
CCCn1cnc2c1CN(S(=O)(=O)c1cccc3cccnc13)[C@H](C(=O)OC)C2,-6%[87.6 µM],?,2%[172 µM],-8%[172 µM],11,13%[87.6 µM],?
Cc1cc(C)cc(-c2ccc(CN3CCCC(NC(=O)c4ccccc4)C3)cc2)c1 (centres undefined),-4%,22µM*,·,28µM*,-2,?,4%
O=[S+]1([O-])NCC2(CCN(Cc3ccc(F)cc3)C2)Nc2ccccc21 (centres undefined),10%,-35%,-9%,-20%,-7,-8%,i
COc1ccc2cc([C@H](C)C(=O)O)ccc2c1,10%,·,·,·,4&22,?,2%&2%&-8%
COC(=O)c1sccc1S(=O)(=O)N(CC(=O)Nc1ccc(C)cc1)c1ccccc1,-11%,·,·,·,10,?,·

# Full records, looked up by structure. Values in the order: HEK293 viab, NIH3T3 tox, FLuc inh, HEK cytotox, IP6K1 inhibitor, SNCA expr inhib, GPT2 inhibitor
# COc1ccc2cc([C@H](C)C(=O)O)ccc2c1 as listed: 10%, ·, ·, ·, 4&22, ?, 2%&2%&-8%
# CCCCc1ccc(NC(=O)CSc2nc3ccccc3nc2N2CCOCC2)cc1 as listed: -3%, ·, ·, ·, -8, 5%, ·
# CCCn1cnc2c1CN(S(=O)(=O)c1cccc3cccnc13)[C@H](C(=O)OC)C2 as listed: -6%[87.6 µM], ?, 2%[172 µM], -8%[172 µM], 11, 13%[87.6 µM], ?

# (listing goes on)
SMILES,HEK293 viab,NIH3T3 tox,FLuc inh,HEK cytotox,IP6K1 inhibitor,SNCA expr inhib,GPT2 inhibitor
O=C(Nc1ccc(O)c(-c2nc3ccccc3o2)c1)c1ccc(Br)cc1,?,·,·,·,16,-28%,·
CN1c2cc(C(=O)Nc3ccc(F)c(Cl)c3)ccc2C(=O)N2CCCCC21 (centres undefined),12%[12.5 µM],?,-25%,?,-15,115%[activator],i
COc1ccc(-c2nnc(SCc3cccc(Cl)c3)o2)cc1,-1%,·,·,·,2,37%[activator],·
COC(=O)C1=CN(CC(=O)N(C)c2cccc(C)c2)S(=O)(=O)N=C1C,-3%,-11%,-11%,-20%,-14,5%,-4%
CCc1ccccc1NC(=O)C1(C)Cc2ccccc2C(=O)O1 (centres undefined),5%,·,·,·,16,6%,·
O=C(NC[C@H]1OC[C@@H](N(Cc2ccccc2)Cc2ccccc2)[C@@H]1O)c1ccccc1,-2%[87.6 µM],?,-6%[172 µM],?,-7,-8%[87.6 µM],i
O=C(C1CCCN1C(=O)C1CCCC1)N1CCCC(c2nc3ncccc3[nH]2)C1 (centres undefined),-2%,-12%,·,1%,-11,?,i
Cn1c2c(c3ccccc31)CN(C(=O)NC1CCCCC1)CC2,-1%,32µM*,-21%,45µM*,3,1%,2%
CCOc1ccccc1NC(=O)CCS(=O)(=O)c1cccc2nsnc12,-1%,·,·,·,24,-15%,·
CC(C)NC(=O)N1CCOC2(CCN(C(=O)CCCN)CC2)C1,-4%,i,·,-1%,-8,29%,0%
CC(C)(C)n1cnc2cc(NCc3ccccc3Cl)ccc21,-11%,·,·,·,3,77%[activator],·
C=CCNC(=O)CCc1c(C)nn(-c2ccc(F)cc2)c1Oc1cccc(F)c1,?,?,-8%,?,-3,-27%,i
CN(Cc1ccccc1)C(=O)c1ccc2c(c1)NC(C)(CCCCN1CCOCC1)CO2 (centres undefined),9%[87.6 µM],?,6%[172 µM],?,-5,?,i
Cc1nn(-c2ccccc2)c(Oc2ccc(F)cc2F)c1CCC(=O)N1CCSCC1,-2%,?,1%,?,3,-8%,i

# Source: PubChem BioAssay (National Center for Advancing Translational Sciences (NCATS))
